BCR signal inh – chronic active BCR signaling inhibition; 340,000 tested, 0.05% active; AID 493014; Potency, µM (series often up to 46.1 µM), without a hit: at the highest dose ratio change, negative = lower green/red ratio, most hits filed as inhibitors; ABC-DLBCL IkBa-CBG/CBR reporter, luminescence ratio, 4 h; active = well fitted inhibition curve with a large enough effect in the signal ratio, with a control signal flat, not every such curve was filed as active; inconclusive = small, poorly fitted or top-dose-only effect, or effect the other way, or a change in a side signal; the % refers to the signal ratio;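 also: potency is read from the fitted curve at half-maximal effect; plate controls were basal doxycycline-induced cells for no effect and cells given 10 µM MG132 for full effect; MG132 reads +100%, hits lower the ratio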
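TMD8 ABC-DLBCL cells carrying doxycycline-inducible green luciferase fused to IkappaBalpha plus unfused red luciferase were exposed to compounds (up to 46 uM) for 4 hrs at 37C. Activity came from the overlap-corrected green/red luminescence ratio.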
Tb PFK inh – T. brucei PFK enzyme inhibition. O15648. T. brucei PFK, ADP-Glo luminescence. Potency, µM (highest dose often 57.5 µM), for the others: at the top dose activity, negative = inhibition, actives largely listed as inhibitors. 330,000 tested, 0.17% active. AID 485367;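 also: potency is read from the fitted curve at half-maximal effect; 0% = uninhibited 1x PFK enzyme wells and -100% = no-enzyme wells; nearly all actives have a fitted effect of over 60% in size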
Target sequence (O15648 whole entry, looked up): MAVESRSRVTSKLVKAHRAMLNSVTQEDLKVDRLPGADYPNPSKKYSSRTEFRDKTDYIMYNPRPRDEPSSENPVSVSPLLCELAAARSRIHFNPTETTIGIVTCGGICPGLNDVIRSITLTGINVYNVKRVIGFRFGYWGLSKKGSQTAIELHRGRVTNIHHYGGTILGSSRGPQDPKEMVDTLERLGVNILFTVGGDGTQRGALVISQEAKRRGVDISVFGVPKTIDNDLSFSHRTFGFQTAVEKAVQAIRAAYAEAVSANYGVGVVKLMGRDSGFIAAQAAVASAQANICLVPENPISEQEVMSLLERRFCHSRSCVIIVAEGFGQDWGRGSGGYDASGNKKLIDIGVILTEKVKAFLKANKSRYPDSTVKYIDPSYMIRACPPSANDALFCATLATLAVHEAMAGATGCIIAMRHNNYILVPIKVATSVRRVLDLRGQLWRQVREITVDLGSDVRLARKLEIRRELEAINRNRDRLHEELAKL
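PFK 1.25 nM, F6P 0.5 mM, ATP 0.1 mM, 0.1 M TEA pH 8.0, 5 mM MgCl2, 0.01% Tween20, 0.1% BSA; 45 min RT. ADP-Glo readout. qHTS titration up to 57 uM; curves fitted, compounds curve-classed.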
PTAP TSG101 blk – blocks PTAP/TSG101 interaction to inhibit HIV-1 budding | AID 493005 | Potency, µM (titrated, usually from 115 µM), for the others: at the top dose activity change, negative = inhibition, most hits filed as inhibitors | 340,000 tested, under 10 active | Fluorescence polarization, FITC-PTAP peptide / Tsg101 binding | Q99816; active = well fitted inhibition curve with a large enough effect in the main read-out, with a control signal flat, not every such curve was filed as active; inconclusive = small, poorly fitted or top-dose-only effect, or effect the other way, or a change in a side signal; inactive = no such curve, though single readings can be large or run the other way; also: potency is read from the fitted curve at half-maximal effect; % of control where 0% means no effect
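Tsg101 binding domain (10 uM final) was mixed with compound and a FITC-labeled PTAP peptide (50 nM final) in HEPES pH 7.5 buffer with NaCl, Tween 20, EDTA and TCEP; fluorescence polarization was read after 20 min at r.t.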
Eya2 phos inh – Eya2 (human) phosphatase inhibition | O00167 | 330,000 tested, 0.006% active | recombinant Eya2, OMFP fluorescence dephosphorylation (OMFP is methylfluorescein phosphate) | AID 488837 | Potency, µM (titrated, usually from 76.9 µM), inactives show at the top dose activity, negative = inhibition, usual class: inhibitors; also: potency is read from the fitted curve at half-maximal effect; % is scaled to controls: 0 for no effect and ±100 for the full control effect
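Eya2 protein (added as 0.2 uM solution) was preincubated with compound for 10 min at ambient temperature in 50 mM HEPES pH 7.5, 50 mM NaCl, 5 uM MgCl2, 0.05% BSA, 1 mM DTT. OMFP (added at 50 uM) then reacted 10 min; fluorescence read at 485/525 nm.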
S-ASM inh – blocks human secretory acid sphingomyelinase. P17405. placental ASM, HMU-PC fluorogenic substrate, 60 min. Potency, µM (titrated, usually from 57.5 µM), without a hit: at the highest dose activity change, negative = inhibition, most hits filed as inhibitors. 340,000 tested, 0.006% active; also: potency is read from the fitted curve at half-maximal effect
Target sequence (P17405 47-631 limits assumed): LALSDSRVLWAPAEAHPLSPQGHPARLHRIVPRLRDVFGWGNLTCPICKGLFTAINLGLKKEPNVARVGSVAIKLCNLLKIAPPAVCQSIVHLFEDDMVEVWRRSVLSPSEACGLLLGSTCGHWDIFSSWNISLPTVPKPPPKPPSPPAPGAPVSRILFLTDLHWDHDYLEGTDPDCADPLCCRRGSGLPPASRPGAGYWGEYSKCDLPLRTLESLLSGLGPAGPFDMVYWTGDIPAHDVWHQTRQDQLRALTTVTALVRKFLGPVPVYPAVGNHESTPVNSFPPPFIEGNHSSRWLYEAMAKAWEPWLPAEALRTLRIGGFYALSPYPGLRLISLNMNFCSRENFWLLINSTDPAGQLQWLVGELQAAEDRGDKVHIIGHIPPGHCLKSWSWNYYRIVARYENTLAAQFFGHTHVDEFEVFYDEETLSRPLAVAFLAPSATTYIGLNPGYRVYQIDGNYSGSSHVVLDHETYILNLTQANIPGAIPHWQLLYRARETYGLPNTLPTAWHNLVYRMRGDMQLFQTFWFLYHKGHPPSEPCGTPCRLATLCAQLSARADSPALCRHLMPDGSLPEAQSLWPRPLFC
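qHTS format. ASM enzyme prepared from human placenta hydrolyses the fluorogenic substrate HMU-PC0 (9 uM final) over 60 min at 37 °C after a 10 min compound preincubation.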
ELG1 DNA repair – inhibitors of ELG1-dependent DNA repair in HEK293T cells; Potency, µM (highest dose often 46.1 µM), for the others: at the top dose activity change, negative = inhibition, usual class: inhibitors; 330,000 tested, 2.3% active; HEK293T ELG1-luciferase reporter, luminescence, 16 h; DNA damage induced by 5-fluorouridine; also: potency is read from the fitted curve at half-maximal effect; % is scaled to controls: 0 for no effect and ±100 for the full control effect; nearly all actives have a fitted effect of over 55% in size
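DMSO vehicle served as the neutral condition. Each well held 2,000 cells given 5-fluorouridine plus compound; after 16 hr at 37 °C/5% CO2, ONE-Glo was added and luciferase measured 30 min later.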
a7 integrin act – activates integrin-mediated alleviation for muscular dystrophy. alpha7betagal myoblasts, beta-gal FDG fluorescence, 48 h. Potency, µM (series often up to 38.3 µM), for the others: at the highest dose activation, actives largely listed as activators. 350,000 tested, 0.064% active. AID 624291;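 also: potency is read from the fitted curve at half-maximal effect; 100% = response of the positive control SU9516; nearly all actives have a fitted effect of over 60% in size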
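Alpha7betagal+/- myoblasts (passage 13) were plated 16-24 hr, then exposed to compounds (1:260 dilution of DMSO stock) for 48 hours at 37C. After MPER lysis, β-galactosidase reporter activity was read as FDG fluorescence (ex 480/em 540) after 30 minutes.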
A-T KAP1 phos – candidate therapy for ataxia-telangiectasia | AID 485349 | […] A-T fibroblasts, KAP-1 phosphorylation AlphaLISA; neocarzinostatin DNA damage 30 min before lysis | 320,000 tested, 0.19% active | Potency, µM (top dose mostly 57.5 µM), for inactives: top-dose activation, actives largely listed as activators; also: potency is read from the fitted curve at half-maximal effect; % of control where 0% means no effect; nearly all actives have a fitted effect of over 45% in size
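hTERT-immortalized A-T patient fibroblasts ([…]), 500 cells/well in OPTI-MEM, 1% FBS, got compounds for 60 min, then NCS for 30 min at 37C. Lysates were then assayed for phospho-KAP-1 by AlphaLISA (anti-pKAP1 donor, anti-KAP1 acceptor beads), 6 hr at 25C.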
TSHR antagonist – antagonists of human thyroid stimulating hormone receptor | TSHR-expressing cells, TSH-stimulated cAMP HTRF, 2 h; hits give low values | activity change, negative = inhibition, % at 11.5 µM | 330,000 tested, 0.2% active | AID 504810;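 active = activity change below a set negative limit, meaning inhibition stronger than a set level, cut at about -70% in these data; inconclusive = activity change between two set negative limits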; also: % is scaled to controls: 0 for no effect and ±100 for the full control effect
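Inhibition of cAMP made by TSHR-expressing cells under TSH stimulation (4nM final, EC80; 2 h, 37 deg C) is quantified with a one-step lysis HTRF kit, anti-cAMP cryptate versus cAMP-d2.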
TCR act – T cell receptor activation; primary human leukocytes, anti-CD3, IL-2 HTRF, 48 h; Potency, µM (series often up to 9.22 µM), for inactives: at the highest dose activation of IL-2 secretion, actives largely listed as activators; 330,000 tested, under 10 active; AID 504894; also: % of control where 0% means no effect
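TCR engagement came from a-CD3 beads alone, with compounds added to primary human leukocytes for 48 hr. Secreted IL-2 bridged europium cryptate- and d2-labelled anti-IL-2 antibodies, giving FRET emission at 665nm after 320nm excitation.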
Mito fusion yeast – inhibitors of mitochondrial division or activators of mitochondrial fusion; S. cerevisiae fusion-defective mutant growth rescue, CellTiterGlo 48 h; Potency, µM (highest dose often 46.1 µM), without a hit: at the top dose growth rescue (activation), usual class: activators; 320,000 tested, 0.23% active;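 also: potency is read from the fitted curve at half-maximal effect; % of control where 0% means no effect; nearly all actives have a fitted effect of over 45% in size; temperature-sensitive fusion mutants such as fzo1-1 at 37 °C on non-fermentable ethanol glycerol medium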
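Read-out: ATP-based luminescence (CellTiterGlo, 10 min ambient) reporting growth of fusion-defective ts yeast after 48 hours at 37C on glycerol/ethanol YPEG medium in the presence of compound.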
The depositor's hits bear a star; u = inconclusive; x = not tested or not shown; [ ] = remark or other dose. Unless noted, calls follow the shape of the dose curve; as a rule, active = well fitted curve in the direction sought with a large enough effect; inconclusive = small, poorly fitted or top-dose-only effect, or another doubt; inactive = no such curve, though single readings can be large; an effect the other way counts as inactive or inconclusive.

Compound	BCR signal inh	Tb PFK inh	PTAP TSG101 blk	Eya2 phos inh	S-ASM inh	ELG1 DNA repair	a7 integrin act	A-T KAP1 phos	TSHR antagonist	TCR act	Mito fusion yeast
Cc1ccc(N2C(=O)CCSC23C(=O)Nc2ccccc23)cc1 (configuration not stated)	x	x	-3%	x	4%	x	45%[7.66 µM]	x	x	-5%	1%
CCOP(=O)(OCC)C(Nc1ccccc1)c1cc(OC)ccc1OC (configuration not stated)	-1%	-9%	-1%	-10%	5%	-3%	-22%	3%	-1	1%[46.1 µM]	-1%
COc1cc(S(=O)(=O)Nc2ccccc2)ccc1N=Cc1c(C)[nH]n(-c2ccc(C)cc2)c1=O	6%	0%	x	1%	x	u	x	0%	-7	4%[46.1 µM]	-4%
COc1ccc(-c2noc(CSc3nc(-c4ccccc4)cc(=O)[nH]3)n2)cc1	-19%	-1%	-9%	7%	2%	u	3%[7.66 µM]	x	30	x	-1%
CCOC(=O)COc1cc([N+](=O)[O-])cc2cccnc12	-16%	0%	-1%	0%	5%	u	6%	12%	71	-3%	-5%
Cc1cc(/C=N/Nc2nc(N3CCOCC3)nc(N3CCOCC3)n2)c(C)n1-c1ccccc1	u	2%	-1%	-10%	24%	7.3µM*	0%	-2%	-10	-3%	-1%
COc1ccccc1N1N=C(c2ccc([N+](=O)[O-])cc2)CC1c1ccccc1 (configuration not stated)	7%	0%	1%	-3%	-14%	3%	9%	-11%	-6	6%	6%
CCOC(=O)c1cccc(NC(=O)CSc2nc3ccccc3c(=O)n2CC)c1	8%	0%	x	2%	-7%	-29%	11%	7%	2	x	1%
CCOC(=O)c1c(NC(=O)CN2CCOCC2)sc(C(=O)NC)c1C	2%	0%	-1%	-19%	-4%	-21%	29%	5%	1	-9%	2%
N#Cc1ccc(COC(=O)c2cccnc2Cl)cc1	u	6%	1%	22%	-18%	11%	2%	3%	x	7%	5%
O=C(CC1C(=O)N(Cc2ccccc2)C(=S)N1CCN1CCOCC1)Nc1ccc(F)cc1 (configuration not stated)	u	-1%	0%	-8%	-2%	8%	-22%	-1%	-1	-8%	1%
COc1ccc(/C=C/C(=O)Nc2cccc(S(=O)(=O)NC3=NCCCCC3)c2)cc1	u	-2%	0%	-9%	-1%	u	-7%	15%	-9	8%	-8%
COc1cc(/C=C/C(=O)OCC(=O)N2CCN(C(=O)c3ccco3)CC2)ccc1O	3%	5%	-1%	-17%	22%	4%	7%	-4%	-2	-2%[46.1 µM]	-1%
CCC(=O)Nc1ccc2oc(-c3ccccc3Br)nc2c1	0%	0%	-1%	-2%	-8%	u	-1%	29%	x	0%	11%
COC(=O)c1ccccc1NC(=O)CC#N	0%	-1%	-3%	5%	0%	15%	1%	4%	6	3%	0%
COc1cccc(C(=O)/C=C/Nc2cccc(O)c2)c1	u	-11%	-5%	-28%	-1%	u	20%	3%	-1	-5%	3%
CC(=O)Nc1ccc(CN2CCN(Cc3ccc(F)c(F)c3)C(CCO)C2)cc1 (configuration not stated)	1%	-1%	1%	11%	-1%	2%	0%	-1%	1	2%	-3%
COc1ccc(C2C=C(c3ccccc3)Nc3nc(CCCO)nn32)cc1 (configuration not stated)	16%	1%	-8%	4%	52%[activator]	-6%	-9%	2%	-1	-4%	1%
Cn1cc(SCC(=O)N2CCCc3ccccc32)c2ccccc21	7%	-6%	0%	-36%	-4%	-14%	12%	-1%	-4	6%	11%
Cc1ccc(SCCC(=O)NCCSCc2ccco2)cc1	4%	-5%	-4%	2%	-2%	-3%	11%	6%	0	2%	4%
COc1ccccc1NS(=O)(=O)c1cc(NC(=O)c2cccs2)ccc1N1CCCCC1	u	0%	-11%	7%	-2%	5%	33%	-6%	-4	-7%[46.1 µM]	5%
O=C(Cn1cnc2c(cnn2-c2ccc(Cl)cc2)c1=O)N1CCN(c2ccccc2)CC1	4%	-2%	2%	9%	0%	-2%	-21%	0%	10	3%	7%
Cc1cc(O)c(C2(O)C(=O)Nc3ccccc32)cc1C (configuration not stated)	0%	-1%	0%	11%	2%	-1%	u	0%	2	2%	1%
COc1ccc(N2CCN(C(CNC(=O)C(=O)NCCCn3ccnc3)c3cccnc3)CC2)cc1 (configuration not stated)	5%	-5%	-3%	-7%	4%	-3%	-1%	-3%	-6	-31%	-3%
N#C/C(=C\c1ccccc1Cl)C(=O)NC(=O)Oc1ccccc1	-3%	-3%	-9%	-12%	-2%	u	5%	1%	13	2%	1%
COc1ccc(S(=O)(=O)N2CCCC2C(=O)n2nc(C)cc2C)cc1 (configuration not stated)	-17%	3%	1%	-4%	5%	u	18%	1%	-13	-12%	-1%
Cc1cnc(NC(=O)CSc2nnc(Cc3ccccc3)o2)s1	u	-13%	-2%	-3%	-3%	-3%	-11%	-13%	-3	22%	1%
COc1ccc(CNC(=O)CN(CC2CCCO2)C(=O)CNS(=O)(=O)c2ccc(F)cc2)cc1 (configuration not stated)	0%	-3%	-3%	8%	3%	2%	-1%	4%	-9	2%	-3%
COC(=O)N/N=C/c1cn(CC(C)COc2ccccc2)c2ccccc12 (configuration not stated)	u	0%	-4%	-7%	-16%	u	-17%	4%	-1	1%[46.1 µM]	u
Cc1cc(C(=O)COC(=O)CCc2nc3ccccc3c(=O)[nH]2)c(C)n1CC1CCCO1 (configuration not stated)	-5%	0%	-1%	u	2%	3%	2%	3%	4	7%	0%
Cc1ccc(C(=O)NNc2cc(=O)n(C)c(=O)n2C)cc1C	-1%	1%	-5%	-1%	11%	15%	-23%	14%	0	8%[46.1 µM]	-2%
COc1ccc(CCN(C)C(=O)CCCN2C(=O)c3cccc4cccc(c34)C2=O)cc1OC	u	-3%	-2%	-11%	-3%	u	-3%	9%	-17	3%	3%
Cc1cc(Sc2nc(N)ncc2[N+](=O)[O-])ncn1	u	-11%	-2%	-2%	3%	u	-68%[inhibitor]	-22%	-19	3%	-1%
CCN(CC)S(=O)(=O)c1cc(NC(=O)c2cccc(N3C(=O)CCC3=O)c2)ccc1Cl	0%	0%	-2%	10%	-6%	-15%	1%	-6%	-6	-1%	-1%
COc1cc(S(=O)(=O)N2CCCC3(CCCCC3)C2)ccc1-n1cnnn1	0%	4%	-3%	10%	-8%	u	21%	1%	-2	3%	-2%
CCN(CC)CCC(=O)N1c2ccccc2Sc2ccc(Cl)cc21	u	-12%	-2%	7%	4%	-8%	x	3%	-12	0%	-10%

As entered above:
For Mito fusion yeast, Cc1cc(Sc2nc(N)ncc2[N+](=O)[O-])ncn1 is entered as -1%
For TSHR antagonist, COc1cc(S(=O)(=O)N2CCCC3(CCCCC3)C2)ccc1-n1cnnn1 is entered as -2

Remaining list, next part.
Compound	BCR signal inh	Tb PFK inh	PTAP TSG101 blk	Eya2 phos inh	S-ASM inh	ELG1 DNA repair	a7 integrin act	A-T KAP1 phos	TSHR antagonist	TCR act	Mito fusion yeast
O=C(O)c1cccc(S(=O)(=O)N2CCC(n3nnc4cc(C(F)(F)F)ccc43)CC2)c1	8%	-1%	-9%	3%	-1%	u	11%	-12%	2	1%	-8%
Cc1nn(Cc2ccc(C(=O)N3N=C(C(F)F)CC3(O)C(F)F)cc2)c(C)c1[N+](=O)[O-] (configuration not stated)	0%	2%	x	-13%	-2%	-13%	3%	0%	7	x	4%
Fc1cccc(NC(=S)N2CCCCC2)c1	7%	-6%	-5%	u	4%	3%	-19%	6%	-1	5%	-10%
O=C(CSc1nc(-c2ccccc2Cl)ns1)NCc1ccco1	8%	-2%	-7%	-3%	-3%	-4%	3%	20%	-5	0%	5%
